From PubChem BioAssay
HTR5A inv ctr: counter-screen for OPRM1-OPRD1 inverse agonists: human HTR5A inverse agonism; inhibition, % at 9.3 µM; P47898; HTR5A cell line, luminescence; 340,000 tested, 0.083% active; in the data active = inhibition mostly above about 23%, no sharp cut-off; inactive = mostly below about 18%;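 note: 0% = cells with DMSO and 100% = no-cell wells with DMSO; some compounds called inactive have numbers as strong as hits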
PfHsp90 yeast 2: growth inhibition of yeast expressing Plasmodium Hsp90 | S. cerevisiae expressing PfHsp90, BacTiter-Glo ATP, 48 h; yeast lacking PDR1 and PDR3 efflux regulators | inhibition, % at 9.4 µM | 310,000 tested, 0.32% active;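 active = every replicate shows inhibition above about 80%, whatever the replicate mean, limit read from the data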;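 note: 0% = DMSO neutral controls and 100% = 20 µM radicicol positive controls; yeast relying on Plasmodium falciparum Hsp90 in place of its own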
AddAB inh: less growth of phage-infected E. coli with AddAB; 330,000 tested, 0.29% active; inhibition, % at 11.9 µM; E. coli expressing H. pylori AddAB, absorbance growth; in the data active = inhibition above about 12%;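 note: 0% = vehicle wells of infected cells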
Mot1-301 SUMO: SUMOylation pathway inhibition by Mot1-301 growth rescue | S. cerevisiae Mot1-301 growth rescue, ATP luminescence, 38.5C; percent above DMSO median, 100 means doubled | growth rescue, % at 18.8 µM | 320,000 tested, 1% active;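 active = every valid replicate shows activation above 250% relative to neutral control wells; inactive = the rest, any valid replicate at or below 250%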;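 note: OY570 slx delta 5 strain wells were the positive control but not used for scaling; some compounds called inactive have numbers as strong as hits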
Tat transport: E. coli Tat transport inhibition. inhibition, % at 10 µM. E. coli MC4100 TorA-mCherry Tat export, fluorescence. 340,000 tested, 0.036% active;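 active = mean replicate inhibition at least 50% and at least half of replicates individually reaching 50%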;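 note: exported cargo escapes ClpAP degradation while cytoplasmic cargo is degraded and loses fluorescence; 0% = median of neutral control wells and 100% = median of NaSCN control wells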
OPRM1-OPRD1 inv: inverse agonist of human OPRM1-OPRD1 heterodimerization; P35372+P41143; cell-based MOR-DOR heterodimer luminescence, inverse agonism; inhibition, % at 9.3 µM; 340,000 tested, 0.21% active; in the data active = inhibition above about 22%, passing the limit was not always enough;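 note: 0% = cells with DMSO and 100% = wells without cells with DMSO; values of inactives mirror those of a sister screen read the other way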
Target sequence (P35372 whole entry, looked up): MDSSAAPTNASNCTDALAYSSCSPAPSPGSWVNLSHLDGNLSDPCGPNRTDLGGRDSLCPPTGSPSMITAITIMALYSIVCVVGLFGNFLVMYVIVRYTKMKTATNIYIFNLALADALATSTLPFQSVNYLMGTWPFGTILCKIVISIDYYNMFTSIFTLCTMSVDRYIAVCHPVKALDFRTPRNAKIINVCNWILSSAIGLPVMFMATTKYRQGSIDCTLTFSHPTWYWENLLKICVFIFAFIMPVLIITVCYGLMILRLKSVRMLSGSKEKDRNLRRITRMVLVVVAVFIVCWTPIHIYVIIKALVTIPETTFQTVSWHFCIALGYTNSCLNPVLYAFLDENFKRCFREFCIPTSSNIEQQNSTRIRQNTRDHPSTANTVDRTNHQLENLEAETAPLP
Target sequence (P41143 whole entry, looked up): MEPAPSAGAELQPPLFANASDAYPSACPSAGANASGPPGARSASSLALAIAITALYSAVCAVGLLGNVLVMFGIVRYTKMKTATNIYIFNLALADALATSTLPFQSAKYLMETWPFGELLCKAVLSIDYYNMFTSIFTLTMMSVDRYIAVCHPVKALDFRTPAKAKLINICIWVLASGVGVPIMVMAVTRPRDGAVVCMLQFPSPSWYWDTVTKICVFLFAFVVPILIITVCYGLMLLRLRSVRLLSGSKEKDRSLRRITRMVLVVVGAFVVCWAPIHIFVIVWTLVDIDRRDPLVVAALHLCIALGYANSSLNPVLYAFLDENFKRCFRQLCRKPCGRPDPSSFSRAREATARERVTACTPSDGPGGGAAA
PKA-R2B activ: activates the human PKA-R2B holoenzyme complex; PKA-R2B holoenzyme dissociation, Cy5-IP20 fluorescence polarization; R2B truncated from residue 108, S112A mutant; 0% DMSO only, 100% 113 µM cGMP; 340,000 tested, 0.079% active; P22694+P31323; activation, % at 11.4 µM;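 active = activation above a cutoff set at the mean over all compounds plus 3 SD, cut at about 18% in these data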;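 note: higher means more holoenzyme dissociation and a rise in polarization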
E coli growth: bacterial growth inhibition, counter-screen for AddAB inhibitors; inhibition, % at 11.9 µM; 330,000 tested, 0.27% active; E. coli V3065 growth, OD600 absorbance, 18 h;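 active = inhibition above the campaign's mean inhibition across all tested compounds plus 3 SD, cut at about 9.9% in these data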;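 note: uninfected addAB+ strain grown without phage in ampicillin broth; 0% = DMSO wells and 100% = ciprofloxacin 0.95 µg/ml wells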
PKA-R1A activ: activators of PKA-R1A complex | P00514+P68181 | PKA-R1A dissociation, Cy5-IP20 fluorescence polarization; scaled: DMSO 0%, 113 µM cGMP 100% | activation, % at 11.4 µM | 340,000 tested, 0.083% active;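 active = percent activation above the mean of all tested compounds plus 3 SD, cut at about 19% in these data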;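 note: higher means more PKAc released from R1A so a rise in polarization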
MOR-DOR ag: OPRM1-OPRD1 heterodimerization agonism. P35372+P41143. 340,000 tested, 0.3% active. activation, % at 9.3 µM. cells, luminescence; in the data active = activation above about 18%;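 note: 0% = vehicle-treated cells and 100% = reference agonist; values of inactives mirror those of a sister screen read the other way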
phage Ecoli inh: E. coli growth loss with phage present. growth absorbance. inhibition, % at 11.9 µM. 360,000 tested, 0.26% active. AID 651602; in the data active = inhibition above about 11%
* hit, by the source's call; . = not tested or not shown. Hits appear at their usual frequency; overall some 2.2% were active at least once.

SMILES	HTR5A inv ctr	PfHsp90 yeast 2	AddAB inh	Mot1-301 SUMO	Tat transport	OPRM1-OPRD1 inv	PKA-R2B activ	E coli growth	PKA-R1A activ	MOR-DOR ag	phage Ecoli inh
C=CCN(c1ccccc1)S(=O)(=O)c1cccc(C(=O)NCC(c2ccc(OC)cc2)N2CCCCC2)c1 (centres undefined)	4.4	13.0	.	.	-22.3	-11.8	1.3	.	-5.5	1.9	2.1
Cc1ccc(C(=O)NCCCNC(=O)c2ccc(C)nc2)cc1	-18.8	-21.8	4.2	423.9*	5.8	4.8	5.0	-1.6	3.5	-0.9	-0.2
Cc1cccc(NC(=O)CSc2nnc(CN3CCOCC3)n2C)c1C	26.4	9.0	5.8	8.4	2.1	-3.7	-4.5	2.2	-4.0	0.7	2.1
O=c1cc(-c2ccccc2)nc2n1Cc1ccccc1-2	-13.8	-1.5	-1.3	-8.5	-1.5	-2.1	-0.5	-3.2	-4.2	0.4	-0.4
Cn1c(=S)n(C)c2ccccc21	-11.3	17.1	-0.2	88.9	4.4	0.5	3.2	1.1	12.1	-0.1	1.9
C=C(C)C1CC=C(C)/C(=N/NC(=O)C2CC2c2ccccc2)C1 (centres undefined)	6.5	6.6	1.0	-2.5	5.9	10.2	3.4	1.9	-7.0	-1.9	4.2
CCOC(=O)[C@H]1[C@H]2COc3cc(OC)ccc3[C@@H]2N2C(=O)c3cc(C)ccc3NC(=O)[C@@]12C	8.9	2.9	3.9	2.4	6.3	16.2	-9.5	-1.0	-7.9	-3.5	2.1
Cc1cc(C)c2c(CN3CCN(C)CC3)cc(=O)oc2c1	-23.1	.	1.1	-1.0	2.8	15.5	-6.1	2.9	-1.3	-3.4	1.6
Cc1[nH]n(-c2ccccc2)c(=S)c1C=Nc1cccc([N+](=O)[O-])c1	30.2	-5.1	0.0	9.2	9.5	6.2	-6.2	1.5	-6.3	-1.1	1.4
O=C(c1cccc([N+](=O)[O-])c1)N1CCN(c2cccc(Cl)c2)CC1	-10.5	-24.4	5.3	-5.3	4.8	1.3	4.2	-0.9	-12.2	-0.2	0.7
Cc1ccc(CNS(=O)(=O)/C=C/c2ccc3c(c2)OCO3)cc1	-8.8	-66.9	2.4	-8.3	7.0	-10.8	-3.0	-1.7	-8.9	1.7	5.2
COc1cccc(/C=C/C(=O)c2ccc(NC3=NCCCS3)cc2)c1	1.6	4.8	2.4	-4.1	-1.9	6.1	1.0	-0.6	2.7	-1.2	2.4
CCN(CC)C(=O)COc1ccc2c(c1)C(=O)CC(C)(C)O2	-7.3	6.2	0.8	-24.9	-4.0	12.5	-7.3	3.0	2.5	-2.5	3.8
Cc1ccc(C(=O)CCC(=O)NNC(=O)c2ccccc2O)cc1	-6.9	1.3	0.3	-10.0	5.2	12.2	-8.5	-0.3	-3.3	-3.1	2.3
N#Cc1c(-n2cccc2C=O)sc2c1CCCC2	2.1	-26.8	3.8	10.3	7.8	15.9	1.7	1.5	-6.0	-3.1	2.1
CC(OC(=O)c1ccc(NC(=O)CC#N)cc1)C(=O)NC(c1ccccc1)c1ccccc1 (centres undefined)	-1.6	-34.7	1.0	-20.8	1.1	-6.9	2.6	0.5	11.0	1.7	6.4
COc1ccc2c(c1)c(=O)oc1cc(OC(C(=O)O)c3ccccc3)ccc12 (centres undefined)	-24.1	-11.6	-0.7	-8.1	18.4	20.3	-8.4	-0.4	-5.5	-4.5	2.5
C=CCc1cccc(/C=N/NC(=O)C(C)Nc2cccc(C)c2)c1O (centres undefined)	1.9	11.5	5.5	-11.3	-2.6	-62.5	-7.0	0.2	-12.3	8.7	6.5
COc1ccccc1NC(=O)c1c(Br)cnn1C	7.2	-6.8	4.2	400.5	4.2	-4.4	-14.2	-1.0	-5.8	0.6	5.9
COc1ccccc1NC(=O)C(C)N(C)Cc1ccc(Cl)s1 (centres undefined)	-11.9	40.7	2.4	-2.9	13.2	-38.0	-13.2	-1.1	-17.1	6.0	1.2

Some entries already given, limited to E coli growth, PfHsp90 yeast 2 and HTR5A inv ctr:
structure | E coli growth | PfHsp90 yeast 2 | HTR5A inv ctr
C=CCN(c1ccccc1)S(=O)(=O)c1cccc(C(=O)NCC(c2ccc(OC)cc2)N2CCCCC2)c1 (centres undefined) | . | 13.0 | 4.4
COc1cccc(/C=C/C(=O)c2ccc(NC3=NCCCS3)cc2)c1 | -0.6 | 4.8 | 1.6

Carrying on.
SMILES	HTR5A inv ctr	PfHsp90 yeast 2	AddAB inh	Mot1-301 SUMO	Tat transport	OPRM1-OPRD1 inv	PKA-R2B activ	E coli growth	PKA-R1A activ	MOR-DOR ag	phage Ecoli inh
O=C(CCc1nnc(CCc2c[nH]c3ccccc23)o1)NC1CCC1	7.0	9.3	5.0	665.7	0.3	3.9	1.5	0.9	0.6	-0.8	0.4
N/C(=N\OC(=O)Nc1ccc(Cl)cc1)c1ncc(C(F)(F)F)cc1Cl	-7.6	-11.3	0.5	-10.5	5.3	4.9	-9.2	3.0	-9.4	-0.9	4.3
COc1ccc(NC(=O)CN(C)CC(=O)Nc2ccc3c(c2)CCC3)cc1	-9.9	46.1	1.7	31.8	1.9	11.0	-1.0	-2.0	-11.6	-2.1	4.3
CC(=O)N1CCN(C(=O)c2cccc(S(=O)(=O)Nc3c(C)n(C)n(-c4ccccc4)c3=O)c2)CC1	-13.9	12.2	.	.	2.6	4.7	-7.1	.	0.4	-0.7	5.0
CCCc1c(C)nc(N2CCN(c3ccc(F)cc3)CC2)[nH]c1=O	9.6	1.7	3.0	6.5	-3.0	-1.2	-6.4	0.2	1.6	0.3	3.6
CCOC(=O)C1CCN(C(=O)Cc2c(C(=O)O)[nH]c3ccccc23)CC1	-0.8	.	1.4	0.0	-3.1	12.9	-2.4	-2.6	-0.8	-2.8	1.9
O=C(CSc1ncnc2scc(-c3ccccc3)c12)NCc1ccc2c(c1)OCO2	-4.9	1.1	0.6	10.7	1.4	-2.6	-3.5	2.0	0.7	0.4	3.8
Cc1cc(C)cc(C(=O)NC(CC(N)=O)c2ccc(NC3CCCCCCCCCCC3)c([N+](=O)[O-])c2)c1 (centres undefined)	10.0	10.4	1.8	-13.2	-6.6	4.2	-3.3	-0.7	10.6	-0.7	2.7
Fc1ccccc1CNCCC(Cc1ccccc1)c1ccc2c(c1)OCO2 (centres undefined)	10.4	-11.2	2.9	194.1	4.8	-60.5	-0.9	1.7	-0.7	10.1	6.1
Cc1noc(N)c1C(=O)Nc1ccc(C(C)(C)C)cc1	-14.1	-33.4	3.3	4.0	-11.2	0.2	-1.0	0.3	-12.7	0.0	2.9
Cc1oc2c(C)c3oc(=O)c(CCC(=O)N4C[C@H]5C[C@@H](C4)c4cccc(=O)n4C5)c(C)c3cc2c1C	13.4	6.8	4.4	-7.1	-0.3	20.2	-6.5	-2.5	1.9	-4.0	2.0
Cc1cccc(CNC(=O)Cn2ccc3cc(S(=O)(=O)N4CCCCCC4)ccc32)c1	-0.7	12.1	2.1	10.9	4.4	-4.0	-0.7	0.6	-6.7	0.8	-0.2
O=C(CCc1nc(-c2ccccc2)no1)NCc1ccco1	2.8	9.7	2.1	14.4	2.7	8.3	-6.7	-3.0	-1.0	-2.0	1.0
COc1ccc(N(C(=O)COc2ccc(F)cc2)S(=O)(=O)c2ccc(C)cc2)cc1	-16.4	2.7	5.3	-9.0	2.0	-5.3	-13.5	-1.0	-5.8	1.2	1.4
CCOc1ccc(-c2cc(C(=O)N3CCC(C)CC3)c3ccccc3n2)cc1	2.5	-22.5	2.9	7.1	9.3	4.9	3.1	0.0	-1.7	-0.9	-1.4
O=C(NCCN1CCc2ccccc2C1)C1CCN(S(=O)(=O)N2CCCCC2)CC1	-28.0	5.8	1.0	238.5	-4.8	-14.6	-2.0	-0.1	-9.1	2.6	1.2
CCOCCCNC(=O)C1CCN(C(=O)Nc2ccc(Cl)cc2)CC1	4.8	-0.3	-0.6	11.7	4.9	-5.6	15.1	-2.4	-1.7	1.1	0.4
O=C(CN(C(=O)CNC(=O)c1ccco1)c1ccc2c(c1)OCCO2)NC1CCCCC1	-28.7	15.0	-1.3	-3.9	-3.8	-0.3	-7.1	1.9	-0.2	0.1	4.4
O=C(NCCS(=O)(=O)N1CCCCCC1)c1ccccc1	-4.8	6.4	-0.3	-21.0	-16.4	13.9	1.8	-2.0	-3.5	-2.5	2.4
NCCSC1CC(=O)N(c2ccc(F)cc2)C1=O (centres undefined)	-3.7	-0.6	0.1	148.6	10.5	15.3	-0.3	-0.5	-4.5	-3.2	1.1
CCCCC12CN3CCN(CC(C3)/C1=N\NC(=O)Nc1ccccc1)C2	-14.7	-20.3	0.3	-11.1	-5.4	5.5	-14.4	1.5	-2.3	-1.0	3.4
CCOC(=O)N1CCC(NC(=O)CSCc2nc(-c3cccc(OC)c3)oc2C)CC1	6.0	29.9	-0.1	-4.6	-1.7	9.2	-2.4	-1.4	-5.2	-2.1	2.6
O=C(Nc1ccc(N2CCN(C(=O)c3ccco3)CC2)cc1)c1cc(Br)ccc1Cl	2.1	20.7	2.0	0.4	3.4	4.4	-0.6	1.4	0.5	-1.1	1.2
Cc1cc(C)n(C(=O)CNc2ccc(C)c(C)c2)n1	12.7	-18.1	2.2	2.9	-13.2	6.2	-22.2	-0.9	-7.2	-1.5	1.3
O=C(O)Cn1c(=S)sc2ccccc21	-0.3	2.8	1.7	-18.9	23.1	6.8	-3.5	0.7	-14.0	-1.2	4.4
CCc1ccc(C(=O)NNC(=O)C2CSC3(C)CCC(=O)N23)cc1 (centres undefined)	-6.7	.	-3.4	-0.4	3.1	10.0	-7.5	-2.4	1.5	-1.8	2.9
COc1ccc(-c2cn[nH]c2-c2ccc(OC)cc2O)cc1	-23.5	1.8	2.0	-18.1	1.3	-5.1	-7.0	-0.8	0.7	0.9	0.1
O=C(NC1CCCCC1)NC1CCN(C(=S)NCc2ccco2)CC1	15.1	25.4	1.0	-4.3	-2.1	-0.6	-6.2	1.6	-16.5	0.1	2.2
CC1CCC(NC(=O)COC(=O)c2ccco2)CC1 (centres undefined)	5.1	-35.1	-0.6	-7.4	-5.3	-2.6	1.4	2.1	3.1	0.6	2.3
O=C(C1=NN[C@@H]2C(=O)N(c3ccccc3C(F)(F)F)C(=O)[C@H]12)c1ccc2ccccc2n1	13.4	-2.8	2.2	-0.3	7.2	14.8	-9.2	0.7	-20.0	-3.3	4.6
O=C(CCNC(=O)C1CCN(S(=O)(=O)c2ccccc2)CC1)NCCc1cccc(F)c1	-7.2	13.2	2.0	-3.8	-5.5	16.7	-2.6	-0.2	-15.1	-3.2	0.2
COc1ccccc1-n1cccc1C=O	-0.4	20.2	1.3	658.7*	-4.7	7.3	1.4	0.8	-6.9	-1.4	1.9
COc1ccccc1/C=C1/C(=O)N(c2cc(C)cc(C)c2)C(c2cccc([N+](=O)[O-])c2)S1(=O)=O (centres undefined)	-36.7	-37.1	1.9	-9.4	-0.9	14.8	1.0	2.6	-2.2	-2.9	2.8
